Assay outcomes deposited in PubChem BioAssay by several laboratories.
LAP4-GFP MLPCN: modulators of LAP4-GFP expression in yeast, primary screen, S. cerevisiae, multiplex flow cytometry, MLPCN library. 3 h; median GFP as percent of DMSO wells. GFP response vs DMSO, % at 10 µM. 320,000 tested, 0.34% active. AID 2023, 2009;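 active = GFP response vs DMSO above a set limit, about the screen mean plus 3 SD, cut at about 150% in these data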
MEP2-GFP yeast: modulators of MEP2-GFP levels in yeast, primary screen, S. cerevisiae, multiplex flow cytometry, MLPCN library; GFP response vs DMSO, % at 10 µM; AID 2016, 2009; 330,000 tested, 0.51% active; S. cerevisiae MEP2-GFP strain, 3 h; 100% = DMSO control level;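 active = GFP response versus DMSO above a set limit, roughly screen mean plus 3 SD, cut at about 180% in these data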;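 also: median GFP fluorescence of the barcode-gated MEP2-GFP cells per well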
CIT2-GFP yeast: modulators of CIT2-GFP expression in yeast, primary screen, S. cerevisiae, GFP fusion, multiplex flow cytometry, MLPCN library. S. cerevisiae CIT2-GFP strain, 3 h; 100 means same as DMSO wells. AID 2029, 2009. GFP response vs DMSO, % at 10 µM. 320,000 tested, 0.065% active;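 active = GFP response relative to DMSO above a set limit, near the screen mean plus 3 SD, cut at about 150% in these data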;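 also: ratio of well median GFP fluorescence to mean of DMSO wells on the plate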
AGP1-GFP MLPCN: modulators of AGP1-GFP expression in yeast TOR pathway, primary screen, cell-based, multiplex flow cytometry, S. cerevisiae, MLPCN library. 320,000 tested, 0.02% active. 3 h; GFP as percent of DMSO wells. GFP response vs DMSO, % at 10 µM;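 active = GFP response relative to DMSO above a set limit, near screen average plus 3 SD, cut at about 150% in these data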;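 also: median GFP channel fluorescence of the gated AGP1 strain per well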
proCasp7 act: procaspase-7 activators, primary screen, counter-screen for procaspase-3 activator project, biochemical, absorbance, HTS, human; Caspase-7 (Homo sapiens), P55210; recombinant procaspase-7, Ac-DEVD-pNA absorbance 405 nm; D23A/D198A/D206A triple mutant, cannot self-cleave; scale: DMSO 0, 5 µM enzyme 100; activation, % at 8.5 µM; 330,000 tested, 0.093% active;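 active = percent activation above the screen-wide mean plus 3 SD, cut at about 25% in these data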
Target sequence (P55210 whole entry D23A/D198A/D206A): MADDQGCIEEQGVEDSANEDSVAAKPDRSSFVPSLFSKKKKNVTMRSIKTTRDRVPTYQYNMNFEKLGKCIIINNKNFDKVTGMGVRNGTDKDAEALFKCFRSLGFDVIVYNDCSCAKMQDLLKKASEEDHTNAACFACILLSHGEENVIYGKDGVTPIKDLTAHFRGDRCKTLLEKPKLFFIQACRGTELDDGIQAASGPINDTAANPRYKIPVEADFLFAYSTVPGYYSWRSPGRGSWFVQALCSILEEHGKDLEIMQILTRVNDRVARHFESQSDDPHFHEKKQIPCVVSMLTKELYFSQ
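Assay system: Uncleavable procaspase-7 mutant enzyme | Input: 2 µM procaspase-7 mutant as dispensed | Timing: 1 h compound preincubation, 2 h substrate cleavage, 25 °C | Repeats: One well per compound | Control set: DMSO wells as 0%, DMSO with 5 µM added PC-7 as 100% | Technique: Epi-absorbance of released pNA at 405 nm, two timepoints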
procasp3 activ: activators of human procaspase-3 D3A mutant, primary screen, biochemical, absorbance, PC-3 D3A mutant, single concentration; Caspase-3 (Homo sapiens), P42574; recombinant procaspase-3 D3A, Ac-DEVD-pNA absorbance 405 nm; activation, % at 8.5 µM; 330,000 tested, 0.11% active;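 active = activation above the mean of all tested compounds plus 3 SD, cut at about 21% in these data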;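 also: 0% = DMSO alone and 100% = DMSO wells spiked with extra 5 µM PC-3 D3A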
Target sequence (P42574 whole entry D9A/D28A/D175A): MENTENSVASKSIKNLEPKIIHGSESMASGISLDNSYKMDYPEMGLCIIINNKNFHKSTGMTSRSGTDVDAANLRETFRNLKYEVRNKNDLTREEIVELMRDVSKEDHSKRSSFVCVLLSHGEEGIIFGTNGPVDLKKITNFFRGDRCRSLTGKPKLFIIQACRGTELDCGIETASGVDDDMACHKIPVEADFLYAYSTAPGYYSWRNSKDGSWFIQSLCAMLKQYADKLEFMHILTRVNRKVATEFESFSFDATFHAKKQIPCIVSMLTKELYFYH
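System: Procaspase-3 D3A mutant. Medium: Zinc-free 300 mM NaCl, 50 mM HEPES, 0.01% Triton X-100. Schedule: 1 h preincubation plus 2 h reaction at 25 °C. Measured by: 405 nm absorbance of p-nitroaniline, reads at 0 and 120 min. Read-out: percent activation relative to control range.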
AHR act: AHR activators, primary screen, cell-based, luminescence, luciferase reporter, human; AHR-responsive luciferase reporter cells; activation, % at 5 µM; 320,000 tested, 2.5% active; AID 2796, 2010; in the data active = activation above about 47%;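 also: 0% = vehicle wells and 100% = reference agonist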
RPL19A-GFP yeast: RPL19A-GFP expression modulators in yeast, primary screen, cell-based, S. cerevisiae, multiplex flow cytometry, MLPCN; S. cerevisiae RPL19A-GFP strain, 3 h; stronger effect = lower value; percent response vs DMSO, % at 10 µM; 330,000 tested, 0.3% active; AID 2025, 2009;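 active = percent response vs DMSO below 50%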;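 also: median channel GFP fluorescence of the barcoded RPL19A-GFP strain; ratio of sample median GFP to plate DMSO average so 100% = DMSO; lower means less RPL19A-GFP as with rapamycin TOR inhibition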
* hit, by the source's call; · = no result given.

SMILES | LAP4-GFP MLPCN | MEP2-GFP yeast | CIT2-GFP yeast | AGP1-GFP MLPCN | proCasp7 act | procasp3 activ | AHR act | RPL19A-GFP yeast
CSc1ccc(CN(C)CC(=O)NC(C)c2ccccc2)cc1 (configuration not stated) | 98 | 98 | 97 | 102 | -4 | -1 | 0 | 97
COc1ccc(C(=O)NNC(=O)CCC(=O)NNC(=O)c2ccc(OC)cc2)cc1 | 96 | 101 | 108 | 104 | 5 | 5 | 1 | 105
COC(=O)C1=C(C)N(c2ccc(OC)cc2)C(C)=C(C(=O)OC)C1c1ccc(OC)cc1 | 96 | 104 | 96 | 95 | 1 | 2 | 0 | 97
CC(C)CN1C(=O)NC(NC(=O)c2ccco2)(C(F)(F)F)C1=O (configuration not stated) | 97 | 99 | 97 | 95 | 7 | 7 | 1 | 93
NC(=O)C1=C[C@H](c2csc3ccccc23)C[C@H](OCc2ccc(CO)cc2)O1 | 119 | 92 | 67 | 79 | -8 | -1 | 0 | 95
Cc1ccc(-c2nc3cc(NC(=O)C(C)C)ccc3o2)cc1 | 102 | 105 | 94 | 97 | 2 | -4 | 3 | 100
Cc1ccc(O)c(C(=O)c2cc(C#N)c(=O)n(C(C)c3ccccc3)c2)c1 (configuration not stated) | 100 | 95 | 98 | 99 | -4 | 0 | 7 | 95
O=C1C(Oc2ccc(Cl)cc2)C(c2ccc3c(c2)OCO3)N1CC1CCCO1 (configuration not stated) | 98 | 105 | 101 | 112 | 8 | 6 | 3 | 109
Cc1ccc2c(c1)C(=O)OC1(O)C3C4C=CC(C4)C3C(=O)N21 (configuration not stated) | 88 | 86 | 99 | 102 | 4 | 5 | 2 | 96
O=c1oc2ccccc2c(NCc2ccccc2)c1[N+](=O)[O-] | 92 | 96 | 107 | 97 | 7 | 7 | 19 | 105
O=C(NCCc1ccc(F)cc1)c1coc(=O)c(Br)c1 | 97 | 108 | 113 | 106 | -7 | 3 | 0 | 111
COc1ccc(-n2cc(CNCCCn3ccnc3)c(-c3cccc(F)c3)n2)cc1 | 99 | 106 | 102 | 101 | 6 | -6 | 9 | 106
Cc1ccc(-n2nc(C)c3c(C)cc(=O)[nH]c32)cc1 | 100 | 103 | 101 | 108 | 0 | 0 | 32 | 101
COc1ccc(NC(=O)c2c(Nc3ccccc3)sc(C(=O)c3ccc(F)cc3)c2N)cc1 | 110 | 106 | 101 | 107 | -10 | 1 | 34 | 102
Cc1ccc(C)c(NC(=O)C2(C)CC3c4ccccc4C2c2ccccc23)c1 (configuration not stated) | 99 | 106 | 103 | 107 | 6 | 1 | 1 | 102
CCN(CCCNC(=O)CCn1c(=S)[nH]c2cc3c(cc2c1=O)OCO3)c1cccc(C)c1 | 93 | 102 | 109 | 78 | 12 | 12 | 2 | 103
O=C(NC(Cc1ccccc1)C(=O)O)OCC1c2ccccc2-c2ccccc21 (configuration not stated) | 107 | 116 | 98 | 96 | -2 | -2 | 2 | 101
COc1ccc(NC(=O)C2CC(c3ccc(OC)c(OC)c3)=NO2)cc1OC (configuration not stated) | 105 | 104 | 103 | 104 | -5 | 10 | 6 | 101
O=S(=O)(NCCSc1ccccn1)c1ccc(Br)cc1 | 113 | 106 | 98 | 112 | 6 | 2 | 0 | 110
O=C(Nc1cccc(Cl)c1)N(CCN1CCOCC1)Cc1ccccc1F | 94 | 102 | · | 104 | 5 | -4 | 3 | 102
CCc1cc(C(=O)Nc2ccc(OC)nc2)sc1C | 114 | 99 | 79 | 102 | 12 | -8 | 20 | 96
O=C(COc1ccc2c(c1)C(=O)CC1(CCCCC1)O2)NCc1ccccc1 | 105 | 99 | 101 | · | 2 | 4 | 6 | 93
Cc1ccc(C(=O)N/C(=C/c2cccs2)C(=O)NCC2CCCO2)cc1 (configuration not stated) | 96 | 100 | 77 | 91 | -5 | -3 | 3 | 98
CSc1ccc(CCNC(=O)CCc2nnc3ccc(N4CCOCC4)nn23)cc1 | 103 | 97 | 102 | 103 | 2 | 8 | 0 | 101
CN(C)c1ccc(C(C[N+](=O)[O-])c2c(N)n(C)c(=O)n(C)c2=O)c(F)c1C#N (configuration not stated) | 114 | 112 | 102 | 102 | -3 | -8 | 63* | 107
COc1ccc(CCNC(=O)/C(C#N)=C2\N=C(NC(=O)c3ccco3)c3ccccc32)cc1 | 109 | 99 | 94 | 103 | -7 | -6 | -5 | 96
CCOc1cc2c3c(c1)C1(C(=O)N3C(C)(C)C=C2C)C(C#N)=C(N)Oc2cc(O)ccc21 (configuration not stated) | 94 | 101 | 98 | 105 | 5 | 2 | 21 | 100
CCn1c(SCC(=O)N2CCCC(C)C2)nc2c1c(=O)n(C)c(=O)n2C (configuration not stated) | 93 | 105 | 98 | 98 | -2 | -1 | 0 | 104
O=C(Cc1ccccc1[N+](=O)[O-])NNC(=O)c1cccs1 | 95 | 100 | 95 | 97 | -7 | 3 | 3 | 97
Cc1sc2nc(CSC(C)C(=O)Nc3ccc(C#N)cc3)[nH]c(=O)c2c1C (configuration not stated) | 103 | 101 | 101 | 99 | -13 | -4 | 6 | 95
CC(C)NC(=O)CSc1nnc(C2CC2)n1-c1ccccc1 | 100 | 102 | 102 | 100 | 2 | 6 | -1 | ·
CCC1SC(C)C/C(=N/NC(N)=O)C1C (configuration not stated) | · | 102 | · | · | 7 | -3 | 8 | 101
CCCCNC(=O)c1ccc(C)c(NC(=O)C2=C(C)OCCS2)c1 | 95 | 112 | 100 | 95 | 2 | 3 | 5 | 102
Cc1ccc(N2C(=O)[C@@H]3[C@H](C2=O)C2c4ccccc4C=CN2[C@@H]3C(=O)c2ccco2)c(C)c1 (some centres not stated) | 103 | 98 | 94 | 97 | -14 | -21 | 11 | 96
COc1ccc(-c2nnc3sc(-c4cccs4)nn23)cc1OC | 93 | 102 | 84 | 89 | -8 | -3 | -9 | 96
CC(=O)c1cccc(S(=O)(=O)N2CCCC(c3nc4c(nnn4Cc4ccc(C)cc4)c(=O)[nH]3)C2)c1 (configuration not stated) | 87 | 101 | 108 | 97 | 6 | 5 | -2 | 99
Cc1cc(N2CCOCC2)nc(C(C)C)n1 | 94 | 98 | 101 | 94 | 2 | -7 | -2 | 103
OCCNCCCCOc1cccc(Br)c1 | 84 | 60 | 95 | 91 | -2 | 7 | 1 | 103
NC(=O)CNCCC(c1ccccc1)c1ccccc1 | 110 | 94 | 83 | 91 | 3 | 1 | 4 | 100
CCOc1ccccc1N1CCN(C(=O)c2cn(CC3CCCCC3)nn2)CC1 | 85 | 97 | 90 | 87 | · | · | · | 106
COc1ccc(OC)c(NC(=O)N2CCCc3ccccc32)c1 | 91 | 109 | 93 | 76 | · | · | · | 111
CN(C)S(=O)(=O)c1ccc(NC(=O)C2CC(=O)N(Cc3ccccc3Cl)C2)cc1 (configuration not stated) | 101 | 102 | 94 | 107 | 8 | 3 | 3 | 99
COC(=O)c1cc(C#N)c(NCc2ccccc2)nc1C | 90 | 101 | 84 | 98 | 9 | -8 | -2 | 103
CC1(c2ccccc2)NC(=O)N(CC(=O)N2CCN(S(=O)(=O)c3c(F)cccc3F)CC2)C1=O (configuration not stated) | 86 | 94 | 96 | 92 | 3 | -7 | 0 | 94
CC(C)CCNC(=O)NC(=O)COc1ccccc1C#N | 100 | 100 | 94 | 100 | 4 | 10 | 2 | 99
CCOc1ccc(CN2CCN(C(=O)c3cccc4ccccc34)CC2)cc1 | 94 | 97 | 104 | 95 | 3 | 3 | 1 | 97
O=C(Nc1ccc2c(c1)OCCO2)c1ccc(Cl)cc1 | 96 | 104 | 100 | 98 | -6 | 0 | -2 | 103
Nc1nonc1-n1nnc(C(=O)N/N=C/C2CC=CCC2)c1CSc1ccccc1 (configuration not stated) | 105 | 95 | 103 | 103 | 9 | 4 | 1 | 92
S=C(NCCc1cccc(Cl)c1)NCc1ccccc1 | 78 | 96 | 85 | 84 | · | · | · | 108
CN(C)c1ccc(-n2cccc2/C=C/[N+](=O)[O-])cc1 | 155* | 99 | 90 | 96 | -13 | -3 | 2 | 92
O=C(NCc1cccs1)c1ccc(CS(=O)Cc2cccc(Cl)c2)o1 (configuration not stated) | 98 | 103 | 98 | 98 | -2 | -3 | 1 | 97
CCOC(=O)C(C)On1c(SC(C)C(=O)OCC)nc2ccccc2c1=O (configuration not stated) | 107 | 102 | 103 | 102 | 2 | 2 | -2 | 98
Cc1ccc(NC(=O)C(C)N=C2NS(=O)(=O)c3ccccc32)cc1F (configuration not stated) | 102 | 95 | 99 | 100 | -3 | 0 | 2 | 93
Cc1ccc2c(c1)nnn2C1CCN(CC(=O)N2CCN(c3ccc(F)cc3)CC2)CC1 | 100 | 102 | 97 | 100 | 3 | 1 | -1 | 97
Cc1ccccc1/C(N)=N/O | 124 | 100 | 107 | 99 | -7 | -4 | -1 | 87
O=C(CN(C(=O)Cn1nnc(-c2cccs2)n1)c1ccc2c(c1)OCCO2)NC1CCCCC1 | 101 | 101 | 105 | 98 | 8 | -3 | -3 | 99
C=CCN1C(=O)c2ccccc2Sc2ccc(C(=O)NCCC)cc21 | 100 | 111 | 100 | 102 | -1 | -2 | 21 | 102
CCN(CC)C(=O)C1CCCc2c1[nH]c1ccc(Cl)cc21 (configuration not stated) | 103 | 99 | 91 | 92 | -1 | -1 | 17 | 99
CCOc1ccc(Nc2cc(=O)n(C)c(=O)n2C)cc1 | 94 | 95 | 95 | 97 | 2 | 3 | 3 | 93
NC(=O)c1ccc(NCc2ccco2)c([N+](=O)[O-])c1 | 97 | 89 | 97 | 100 | -8 | -16 | 13 | ·
CCOC(=O)/C(C#N)=C/c1cc2ccccc2nc1Cl | 123 | 79 | 91 | 89 | 10 | 0 | 9 | 88

As a working copy, some entries already given:
SMILES | LAP4-GFP MLPCN | MEP2-GFP yeast | CIT2-GFP yeast | AGP1-GFP MLPCN | proCasp7 act | procasp3 activ | AHR act | RPL19A-GFP yeast
CCN(CC)C(=O)C1CCCc2c1[nH]c1ccc(Cl)cc21 (configuration not stated) | 103 | 99 | 91 | 92 | -1 | -1 | 17 | 99
CCOc1ccc(Nc2cc(=O)n(C)c(=O)n2C)cc1 | 94 | 95 | 95 | 97 | 2 | 3 | 3 | 93

5 compounds from above with just LAP4-GFP MLPCN and CIT2-GFP yeast.
smiles | LAP4-GFP MLPCN | CIT2-GFP yeast
C=CCN1C(=O)c2ccccc2Sc2ccc(C(=O)NCCC)cc21 | 100 | 100
CCN(CC)C(=O)C1CCCc2c1[nH]c1ccc(Cl)cc21 (configuration not stated) | 103 | 91
CCOc1ccc(Nc2cc(=O)n(C)c(=O)n2C)cc1 | 94 | 95
NC(=O)c1ccc(NCc2ccco2)c([N+](=O)[O-])c1 | 97 | 97
CCOC(=O)/C(C#N)=C/c1cc2ccccc2nc1Cl | 123 | 91
